# Bioassay records deposited in PubChem by Sanford-Burnham Center for Chemical Genomics.
# TAG inh: triacylglycerol accumulation inhibition; inhibition, % at 12.5 µM; 230,000 compounds, 0.66% hits; H9c2 cells, Nile Red lipid (TAG) fluorescence; cells loaded with 200 µM oleic acid; AID 651582;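 active = pattern-corrected inhibition of lipid staining of at least 50% with the nuclear-stain viability signal not falling by more than 50%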;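 note: 0% = DMSO wells and 100% = triacsin C control wells; some results filed as inactive read as strong as hits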
# TAG inh DAPI viability: also measured in TAG inh; calls as there; DAPI nuclei signal change (viability), lower = more cytotoxic, %;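 whole-well DAPI fluorescence read on a plate reader as a viability signal; minus 50 percent equals half of cells still viable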
# An asterisk follows results filed as active; & = joins results of further samples. An excerpt. The share of hits here may be higher or lower than overall.
# Every second line gives: TAG inh	TAG inh DAPI viability
> C=CCOC(=O)C1=C(C)NC(SCC(=O)Nc2nccs2)=C(C#N)C1c1ccc(Cl)cc1 (stereo not given)
→ -27	-4
> Cn1c(N)c(C(=O)COC(=O)CCC(=O)c2cccs2)c(=O)n(C)c1=O
→ 0	-7
> COc1cccc(CNC(=O)COC(=O)/C=C/c2ccc(SC)cc2)c1
→ -2	-6
> Cc1cc(C)n(-c2ccc(Cl)c(Cl)c2)n1
→ 1	-4
> Cc1cnc(C(=O)NCc2ccc(Cl)cc2Cl)cn1
→ -8	-2
> CCOc1ccc(CC(C(N)=O)C(N)=O)cc1
→ 5	-8
> Clc1ccc2c(N3CCOCC3)ccnc2c1
→ -5	-4
> CCOc1ccc(N2C(=O)CC(NCC3CCCO3)C2=O)cc1 (stereo not given)
→ 0	-1
> Cc1ccsc1C(=O)NNC(=O)c1ccc(NS(=O)(=O)c2cccs2)cc1
→ 10	-1
> Cc1cc(C(=O)OCC(=O)NCc2cccs2)c2ccccc2n1
→ 4	-10
> COc1ccc(C(=O)N(C)Cc2ccc(C)o2)cc1OC1CCN(C(C)C)CC1
→ -3	6
> Cc1ccccc1NC(=O)c1cccc(Cn2cc(Br)c([N+](=O)[O-])n2)c1
→ -12	0
> COc1ccc(NC(=O)c2cncc(Br)c2)cc1S(N)(=O)=O
→ -7	10
> CCSc1ccc(NC(=O)c2cccnc2)cc1
→ -47	10
> CC(=O)Nc1cc2c3ccccc3n(C)c2cc1[N+](=O)[O-]
→ -5	-5

# Additional results
# Every second line gives: TAG inh	TAG inh DAPI viability
> Cc1ccc(NC(=S)NC(=O)C2CCCCC2)c(Br)c1
→ 10	-2
> O=C(COC(=O)c1ccccc1Oc1ccccc1)NCc1ccco1
→ 10	5
> Cc1ccc(NC(=O)COC(=O)CSCC(=O)Nc2cc(C)on2)c(C)c1
→ 11	-7
> Cc1c(/C=N/NC(=O)c2ccc(O)cc2)c2ccccn2c1C(=O)c1ccc(F)cc1
→ -1	-3
> COCc1nc2ccccc2n1Cc1ccccc1
→ -24	12
> CC(C)OC(=O)/C(C#N)=C\c1cccnc1
→ -3	6
> COc1ccc(-c2cnc(C(O)c3ccccc3)[nH]2)cc1 (stereo not given)
→ -5	9
> CCN(C(=O)c1cc2c(=O)[nH]c3ccc(C)cc3c2s1)c1ccc(F)cc1
→ 14	-16
> O=C(NC(=O)c1ccccc1O)c1ccc(C(F)(F)F)cc1
→ -8	5
> O=C(O)CNC(=S)N(Cc1ccccc1Cl)C1CCCCC1
→ -1	4
> COc1ccc(CC(=O)NCc2ccc(Cl)cc2)cc1S(=O)(=O)N1CCOCC1
→ 5	-4
> FC(F)(F)COc1nc(N/N=C/c2cccnc2)nc(N2CCCCC2c2ccccn2)n1 (stereo not given)
→ -5	-14
> CCCC(=O)Nn1cnc2c(c1=O)C1(CCCCC1)Cc1ccccc1-2
→ 8	4
> COc1ccc(-c2cc(C(F)(F)F)nc(SCC(=O)N3CC(C)OC(C)C3)n2)cc1OC (stereo not given)
→ -10	6
> C[C@H](CO)N1C[C@H](C)[C@@H](CN(C)C(=O)c2ccccc2)OCc2cnnn2CCCC1=O
→ -2	1

# A different layout for part of the listing above:
SMILES	TAG inh	TAG inh DAPI viability
COCc1nc2ccccc2n1Cc1ccccc1	-24	12
CC(C)OC(=O)/C(C#N)=C\c1cccnc1	-3	6
COc1ccc(-c2cnc(C(O)c3ccccc3)[nH]2)cc1 (stereo not given)	-5	9
CCN(C(=O)c1cc2c(=O)[nH]c3ccc(C)cc3c2s1)c1ccc(F)cc1	14	-16
O=C(NC(=O)c1ccccc1O)c1ccc(C(F)(F)F)cc1	-8	5
O=C(O)CNC(=S)N(Cc1ccccc1Cl)C1CCCCC1	-1	4

# The main list resumes with the three entries that preceded the break.
# Every second line gives: TAG inh	TAG inh DAPI viability
> CCCC(=O)Nn1cnc2c(c1=O)C1(CCCCC1)Cc1ccccc1-2
→ 8	4
> COc1ccc(-c2cc(C(F)(F)F)nc(SCC(=O)N3CC(C)OC(C)C3)n2)cc1OC (stereo not given)
→ -10	6
> C[C@H](CO)N1C[C@H](C)[C@@H](CN(C)C(=O)c2ccccc2)OCc2cnnn2CCCC1=O
→ -2	1
> Cc1ccc([C@@H]2C[C@H]3[C@@H](CN2S(=O)(=O)c2ccc(Cl)cc2)C(=O)C[C@@H](c2ccccc2)N3S(=O)(=O)c2ccc(C)cc2)cc1
→ 21	-4
> COc1ccc(NC(=O)COC(=O)CC2CCCC2)cc1
→ -17	1
> CC(=O)N(CCC1(C(C)C)CCOC(C)(C)C1)C(C)c1cccs1 (stereo not given)
→ -16	-3
> CCc1cc2c(SCC(=O)c3cccs3)ncnc2s1
→ -5	-3
> S=c1[nH]nc(Cc2cccc3ccccc23)n1-c1ccccc1
→ -3	-31
> CCOC(=O)c1ccccc1NC(=O)C1CC(=O)N(C2CCCCC2)C1 (stereo not given)
→ 20	-4
> N#CC1(c2ccccc2)CCCN1C(=O)c1ccccc1Br (stereo not given)
→ -8	-1
> O=C(CSc1ccc([N+](=O)[O-])cc1)Nc1cccc(S(=O)(=O)N2CCOCC2)c1
→ -21	-4
> CCOc1cc(CNc2ccccc2)cc(Br)c1OCc1ccc(F)cc1
→ -121	-3
> O=C(NCc1ccco1)c1cc2n(n1)C(C(F)(F)F)CC(c1ccc(F)cc1)N2 (stereo not given)
→ 2	-10
> COc1ccc(-c2ccc(C(=O)NCc3ccc(N4CCN(C)CC4)cc3)c3occc23)c(C)c1
→ 8	29
> N#Cc1ccc(-n2nnc3ccccc3c2=O)c([N+](=O)[O-])c1
→ -5	6
> O=C(NCCc1ccc(Cl)cc1Cl)c1cccnc1
→ 9	-4
> COc1cc(Cl)c(CN2CCCC(CO)(Cc3ccccc3F)C2)cc1OC (stereo not given)
→ -9	0
> Cc1ccc(Cn2c(=O)c3c(nc4n3CCN4Cc3ccco3)n(C)c2=O)cc1
→ -44	-5

# (next part)
# Every second line gives: TAG inh	TAG inh DAPI viability
> CCCCCCOC(=O)C1=C(C)NC(=O)NC1c1ccc(O)cc1 (stereo not given)
→ 11	5
> Cc1cc(C)n2nc(SCC(=O)c3cc(C)n(CC4CCCO4)c3C)nc2n1 (stereo not given)
→ -25	-3
> COc1ccc(-c2c([C@H]3[C@H]4C=CC[C@@H](C)[C@@H]4C(=O)N3Cc3ccccc3)ccc3ccccc23)cc1
→ -13	-9
> CCc1cc2ccc(OC)cc2nc1SCC(=O)NNC(=O)c1ccco1
→ 7	17
> COc1ccc(N2CCN(CC(=O)N3N=CCC3c3ccccc3)CC2)cc1 (stereo not given)
→ -11	9
> O=C(NNc1cc(Cl)ccc1Cl)c1c(F)cccc1Cl
→ -4	4
> CCOC(=O)C1=C(O)C(=O)C(C(=O)OCC)C1 (stereo not given)
→ -3	15
> COc1ccc(NC(=S)N2CCC3CC2c2c(Cl)cccc23)c(OC)c1 (stereo not given)
→ -24	-4
> COc1ccc(OC)c(NC(=O)CS(=O)(=O)c2cn(CC(=O)N3CCOCC3)c3ccccc23)c1
→ 10	-12
> N/C(COc1ccc(F)cc1)=N\NC(=O)c1cccnc1Oc1ccccc1
→ -80	12
> COc1ccc(C2=Nc3ccccc3OC2)cc1
→ -10	0
> COC(=O)C1=C(C)NC(=O)NC1c1ccc(-c2ccc(Cl)cc2)o1 (stereo not given)
→ -13	-4
> O=C(NN1C(=O)NC2(CCCCC2)C1=O)c1ccc(Cl)c(Cl)c1
→ -18	1
> Cc1onc(-c2c(F)cccc2Cl)c1C(=O)NNC(=O)C1CCN(Cc2cccc(F)c2)CC1
→ 3	-2
> CCCOc1ccc(C2C(C(=O)/C=C/c3ccco3)=C(O)C(=O)N2CCN2CCOCC2)cc1OC (stereo not given)
→ 4	-2

# Additional compounds.
# Every second line gives: TAG inh	TAG inh DAPI viability
> CS(=O)(=O)N1N=C(c2cccs2)CC1c1ccccc1 (stereo not given)
→ 6	-13
> Cc1nnc(N/N=C/C(C)c2ccccc2)[nH]c1=O (stereo not given)
→ -8	12
> O=C(Nc1cccc(F)c1)NC1(C(=O)N2CCOCC2)CCCCC1
→ -4	4
> COc1ccccc1C(NC(=O)C1CCN(CCOc2ccc3ccccc3c2)CC1)c1ccccn1 (stereo not given)
→ 5	11
> O=C(O)C1=C[C@@H](c2ccc(Br)cc2)C[C@@H](OCc2ccc(CO)cc2)O1
→ -19	4
> O=C(CCn1cccc1)Nc1ccc(F)cc1
→ -11	4
> CC1(C(=O)NCCc2c[nH]c3ccccc23)C=CC2(CCCCC2)N1C(=O)c1ccccc1 (stereo not given)
→ -5	2
> Cc1cccc(Cl)c1NC(=S)N1CCN(c2ccc([N+](=O)[O-])cn2)CC1
→ -12	0
> CCCCC1C(=O)CC[C@H]2[C@@H]1CC(=O)[C@@H]2C/C=C\CCCC(=O)O (stereo not given in full)
→ -4	0
> O=C(CSc1nc2ncc(Br)cc2[nH]1)Nc1ccc2c(c1)OCO2
→ 0	12
> O=C(COC(=O)c1ccc(S(=O)(=O)N2CCCC2)cc1)NCc1ccc(F)cc1
→ -3	-2
> COc1ccc(C2CC(c3ccc(Cl)cc3Cl)Nc3nc(N)nn32)cc1 (stereo not given)
→ 12	1
> Cc1ccc(CNC(=O)C2CC(c3ccccc3C(F)(F)F)=NO2)cc1 (stereo not given)
→ 3	-10
> CCN(CC)C(=S)NC(=O)c1cccnc1
→ 8	0
> O=C(NNC(=O)c1cc(-c2ccccc2Cl)nc2ccccc12)c1csc(N2CCOCC2)n1
→ -4	7

# Additional entries
# Every second line gives: TAG inh	TAG inh DAPI viability
> O=C(c1ccc(Cl)cc1)c1ccc(OCC(O)CN2CCOCC2)cc1 (stereo not given)
→ 2	36
> CN1OC[C@@H]2CN(C(=O)C(C)(C)C)[C@H](c3ccc(-c4cc5ccccc5o4)cc3)C[C@@H]21
→ -5	-5
> COc1ccc(CN(C)C(=O)CCNS(=O)(=O)c2ccccc2)c(OC)c1
→ -4	8
> Clc1ccc(-c2noc(CN3CCCC3)n2)cc1
→ -7	10
> C=CCSc1nnc(-c2sc(-c3ccccc3)nc2C)n1C
→ 0	27
> CCOC(=O)C1(Cc2ccccc2C(F)(F)F)CCN(CCCn2cccn2)CC1
→ 0	4
> Cc1ccccc1-c1nnc(SCC(=O)NCc2ccc3c(c2)OCO3)n1C
→ 1	6
> Cc1cc(C)c(NC(=O)Nc2ccccc2)c(C)n1
→ 19	1
> CCOC(=O)c1ccc(N2C(=O)C3CCOc4ccccc4C32)cc1 (stereo not given)
→ 6	-24
> CC(=O)c1ccc(NC(=O)/C=C/c2ccc(C)cc2)cc1
→ 2	0
> COc1ccc(CCNC(=O)C(=O)NCc2ccccn2)cc1
→ 13	-6
> Cc1csc2ncc(C(=O)NCc3ccccn3)c(=O)n12
→ 0	11
> CN1CCN(S(=O)(=O)c2ccc(NC(=S)NC(=O)c3ccccc3)cc2)CC1
→ 23	-8
> CCOC(=O)c1sc(Nc2nc3cc4c(cc3s2)OCO4)cc1C
→ 34	36
> Cc1cc(C)c(S(=O)(=O)N/N=C/c2ccc3c(c2)OCO3)c(C)c1
→ -4	-2

# Remaining list, next part.
# Every second line gives: TAG inh	TAG inh DAPI viability
> CC(C)c1ccc(/C=N/Nc2ccc(C(=O)O)cc2)cc1
→ -5	6
> O=C(O)c1cccc([N+](=O)[O-])c1C(=O)Nc1ccc2ccccc2c1
→ 3	-12
> O=S(=O)(Nc1ccc(Cl)c(C(F)(F)F)c1)c1cnc[nH]1
→ -1	-2
> Nc1nc(SCC(=O)N2CCCC2)[nH]c(=O)c1NC(=O)c1cccs1
→ 14	4
> O=C(c1ccco1)N1CCN(Cc2c(Cl)cccc2Cl)CC1
→ 10	-9
> COc1cc(/C=C(/NC(C)=O)C(=O)O)cc(Cl)c1OCc1ccc(Br)cc1
→ -1	1
> CCCn1nc(NC(=O)c2cccs2)c2cc3cc(OC)ccc3nc21
→ 11	12
> O=C(CCC(=O)Nc1ccc(Cl)cc1)N/N=C/c1ccc2c(c1)OCO2
→ 6	-2
> Cc1csc(=O)n1CCC(=O)OCC(=O)Nc1cc(Cl)ccc1[N+](=O)[O-]
→ 6	2
> COc1cccc(NC(=O)C2C3C=CC4(O3)C2C(=O)N(C(C)C)C4C(=O)NC2CCCCC2C)c1 (stereo not given)
→ -12	4
> O=C(Nc1ccccc1F)c1ccc(COc2ccc(Cl)cc2Cl)o1
→ 14	2
> O=C(c1cc(COc2cccc3cccnc23)on1)N1CCC[C@H]1CO
→ 1	10
> O=c1cc(NCc2ccccc2)[nH]c(=O)[nH]1
→ -11	13
> COCCNC(=O)/C(C#N)=C/c1c(F)cccc1Cl
→ 5	-12
> CCOC(=O)C1=C(C)N=c2sc(=Cc3ccc(OCC(=O)O)cc3)c(=O)n2C1c1ccc(SC)cc1 (stereo not given)
→ -3	0

# The listing continues:
# Every second line gives: TAG inh	TAG inh DAPI viability
> Cc1ccc(C)c(C(O)c2ncc(-c3ccccc3)[nH]2)c1 (stereo not given)
→ -20	3
> O=C(COC(=O)CCN=C1NS(=O)(=O)c2ccccc21)NNC(=O)c1ccc(Cl)cc1
→ -2	-2
> CC1CN(C(=O)/C=C/c2ccccc2[N+](=O)[O-])CC(C)O1 (stereo not given)
→ -4	-13
> Cc1cccc(NC(=S)N(CCCN2CCOCC2)C(C)c2cc3ccccc3o2)c1 (stereo not given)
→ -16	12
> COc1ccc(CCNC(=O)CC(c2ccccc2)c2cccc(C)c2O)cc1OC (stereo not given)
→ -1	9
> COc1ccccc1CNc1nc(Nc2ccc(C)cc2C)c2sccc2n1
→ -16	29
> CCOC(=O)C1=C(C)NC(C)=C(C(=O)OCC)C1C(=O)OCC(=O)N1c2ccccc2CC1C (stereo not given)
→ 2&7	6&-4
> C[C@H](NC(=O)c1ccco1)C(=O)Nc1nc(-c2ccccn2)cs1
→ -6	4
> CCOc1cccc(C(=O)NC(=S)Nc2cccnc2)c1
→ -12	11
> O=C1NCCCC1(c1ccccc1)c1ccccc1
→ 8	1
> CN(CC(=O)Nc1cccc(F)c1)C(=O)c1ccc(C(=O)c2ccccc2)cc1
→ -16	-9
> OC(COc1ccc(Br)cc1)CN1CCOCC1 (stereo not given)
→ -5	1
> S=c1[nH]nc(-c2cc(-c3ccco3)[nH]n2)n1-c1cccc2ccccc12
→ -2	-6
> CCOC(=O)C1CCN(c2ncnc3c2nnn3Cc2ccccc2Cl)CC1
→ 4	-2
